# esBAF inh – SWI/SNF esBAF complex inhibition | AID 602393 | mouse ES cells, Bmi1-luciferase knock-in reporter, 24 h; 100% = twice the neutral-well signal | actives 2% (n = 350,000) | reporter increase, % at 12.5 µM; in the data active = activation above about 40%;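 also: 0% = median of the plate's neutral control wells and 100% = double that signal; a rise in the Bmi1 reporter signal indicates esBAF inhibition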
# FN deposit inh – fibronectin deposition inhibition | inhibition, % at 12.6 µM | AH1F fibroblasts, Alexa488-fibronectin deposition fluorescence, overnight | AID 743247 | actives 0.086% (n = 350,000);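 active = mean inhibition across replicates of 30% or more, regardless of how many single replicates reach that level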;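 also: positive control wells lacked labelled fibronectin entirely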
#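 Material: AH1F fibroblasts assembling fluorescent fibronectin matrix; amount: 10000 AH1F cells/well; medium: DMEM, 2% serum; reagent: Alexa488-fibronectin, 24 nM final in well; dosing: single compound dose, delivered by pin transfer; incubation: 1 h adhesion, overnight exposure; detection: fluorescence after three HBSS washes, excitation 485 nm, emission 525 nm; measure: fibronectin deposition inhibition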
# S100A4 MyoIIA – blocks human S100A4 binding to myosin IIA peptide. P26447. S100A4/TAMRA-MyoIIA peptide fluorescence polarization. inhibition, % at 10.7 µM. actives 0.14% (n = 360,000). AID 652163;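 active = mean inhibition of at least 70% across replicates, with every replicate also reaching that level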
# Target sequence (P26447 whole entry, looked up): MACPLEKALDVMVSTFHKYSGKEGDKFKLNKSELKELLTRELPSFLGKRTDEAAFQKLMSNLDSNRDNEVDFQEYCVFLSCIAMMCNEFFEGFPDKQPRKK
#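 Material: S100A4 monomer (human). Medium: Calcium-containing HEPES buffer, pH 7.2. Probe or stimulus: labelled myosin peptide probe, 5 nM. Compound dosing: one concentration per compound. Timing: polarization read 5 min after assay mix addition, stable 5–60 min. Benchmarks: DMSO as neutral control, TFP as positive control.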
# SIRT5 block – blocks human SIRT5 desuccinylation of peptide; Q9NXA8; Purified SirT5, succinyl-peptide AMC, trypsin-coupled fluorescence; inhibition, % at 15 µM; actives 1.1% (n = 330,000); AID 652115; in the data active = inhibition above about 15%
# Target sequence (Q9NXA8 whole entry, looked up): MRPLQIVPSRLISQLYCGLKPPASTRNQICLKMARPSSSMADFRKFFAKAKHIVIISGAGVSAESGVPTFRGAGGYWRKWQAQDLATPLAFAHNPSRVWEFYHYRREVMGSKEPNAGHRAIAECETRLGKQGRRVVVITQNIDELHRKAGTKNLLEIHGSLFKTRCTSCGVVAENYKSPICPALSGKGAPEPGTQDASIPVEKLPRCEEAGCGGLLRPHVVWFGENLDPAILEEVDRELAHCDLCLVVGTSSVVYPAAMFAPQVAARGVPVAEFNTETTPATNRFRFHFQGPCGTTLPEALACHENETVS
# Casp6 inh – caspase-6 (human) enzyme inhibition; P55212; inhibition, % at 12.5 µM; purified caspase-6, Z-VEID-R110 cleavage fluorescence; actives 0.53% (n = 350,000);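 active = mean inhibition across replicates at least about 35%, with every replicate also reaching that limit, limit read from the data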;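 also: 0% = median of neutral control wells and 100% = no fluorescence left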
# Target sequence (P55212 24-179 limits assumed): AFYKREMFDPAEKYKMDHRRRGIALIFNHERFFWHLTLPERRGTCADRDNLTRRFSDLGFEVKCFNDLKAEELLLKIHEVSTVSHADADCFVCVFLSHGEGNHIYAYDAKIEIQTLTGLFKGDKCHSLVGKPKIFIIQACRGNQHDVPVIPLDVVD
# Target sequence (P55212 194-293 limits assumed): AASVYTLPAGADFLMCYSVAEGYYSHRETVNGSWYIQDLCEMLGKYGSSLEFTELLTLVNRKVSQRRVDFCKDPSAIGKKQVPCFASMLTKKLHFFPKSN
# C2C12 statin – suppression of simvastatin myotoxicity | rescue of ATP level, % at 7.49 µM | C2C12 myotubes + simvastatin, ATP luminescence, 48 h; scaled: DMSO 0, geranylgeraniol control 100 | actives 0.78% (n = 330,000);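 active = mean ATP rescue above about 67%, or every replicate alone reaching that limit, limit read from the data, passing the limit was not always enough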;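 also: myotubes were challenged with 10 µM simvastatin during compound exposure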
# LGR2 antag – blocks bursicon-induced cAMP signaling via Drosophila LGR2; actives 0.35% (n = 380,000); inhibition, % at 9.99 µM; HEK293 LGR2, CRE-luciferase, bursicon-stimulated, 4 h;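 active = drop in luminescence signal, shown as inhibition above about 50% in the replicate tests, limit read from the data, passing the limit was not always enough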;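 also: agonist challenge used bursicon conditioned medium at about half maximal strength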
# An asterisk follows results filed as active; · = no result given; & = joins results of further samples. This is a subset, so the mix of outcomes need not match the whole.
molecule	esBAF inh	FN deposit inh	SIRT5 block	C2C12 statin	LGR2 antag	Casp6 inh	S100A4 MyoIIA
O=C(CCN1CCCO1)N1CCCC(N2CCN(c3ccccc3F)CC2)C1 (stereo not drawn)	3	1	3	7	27	-10	-3
O=c1nc(-c2ccccc2)n(-c2ccccc2)[nH]1	1	2	·	1	3	·	·
Nc1c(-c2ccccc2)cnc2ncnn12	8	-7	-6	9	0	-3	-21
O=C(Nc1cccc(Cl)c1)N1C[C@@H]2[C@H](c3ccccc31)[C@@H](CO)N2C(=O)c1ccncc1	-3	·	-3	18	5	2	-2
CCCCCc1c2c(cc(O)c1C(=O)O)OC(=O)c1cc(C(=O)CCCC)c(OC)cc1O2	-3	·	·	0	-16	18	4
CCCC(=O)N1CCC2(CC1)CN(C(=O)Nc1cccc(F)c1)[C@H](CO)c1c2c2ccc(OC)cc2n1C	·	·	3	·	2	2	6
O=C(CN1C(=O)NC2(CCCc3ccccc32)C1=O)c1ccc(F)c(F)c1 (stereo not drawn)	·	4	-4	·	-12	-1	-5
CC=Cc1ccc2n(c1=O)C[C@H]1[C@H](CO)[C@@H](C(=O)NCC)[C@@H]2N1C(=O)c1ccc(F)cc1 (mixture of isomers)	-3	·	-15	-6	-1	1	1
Cc1cc(NC(=O)c2ccc3sc([C@@H]4O[C@H](CO)[C@H](O)[C@H](O)[C@H]4O)nc3c2)n(C)n1	2	5	·	4	-12	-2	-1
O=C(NCc1ccccc1)C1Cc2ccccc2CN1C(=O)c1ccco1 (stereo not drawn)	-3	-4	-3	6	1	·	0
Cc1ccc(-c2ccc([C@H]3[C@@H](CO)N4CCCCN(C(=O)c5ccncc5)C[C@@H]34)cc2)cc1	·	·	-3	·	-7	3	-17
CC(C)C(CCNC1CCN(C)CC1)c1ccc(Cl)cc1 (stereo not drawn)	-15	5	-10	-63	-9	-13	-11
Cc1ccc(S(=O)(=O)N2C[C@H]3C(=O)C[C@@H](c4ccccc4)N(S(=O)(=O)c4ccc(C)cc4)[C@H]3C[C@H]2c2cccc(Cl)c2)cc1	-3	·	-4	-16	7	-4	-5
CC(C)c1nnc(NC(=O)c2cc3ccccc3o2)s1	23	6	-1	-2	-15	-2	-1
O=C(C[C@H]1C=C[C@H](NC(=O)C2CC2)[C@@H](CO)O1)Nc1nccs1	-4	-7	-3	-10	7	0	2

# Another view of twelve compounds above:
# Values run as follows: esBAF inh, FN deposit inh, SIRT5 block, C2C12 statin, LGR2 antag, Casp6 inh, S100A4 MyoIIA
O=C(CCN1CCCO1)N1CCCC(N2CCN(c3ccccc3F)CC2)C1 (stereo not drawn)
→ 3, 1, 3, 7, 27, -10, -3
O=c1nc(-c2ccccc2)n(-c2ccccc2)[nH]1
→ 1, 2, ·, 1, 3, ·, ·
Nc1c(-c2ccccc2)cnc2ncnn12
→ 8, -7, -6, 9, 0, -3, -21
O=C(Nc1cccc(Cl)c1)N1C[C@@H]2[C@H](c3ccccc31)[C@@H](CO)N2C(=O)c1ccncc1
→ -3, ·, -3, 18, 5, 2, -2
CCCCCc1c2c(cc(O)c1C(=O)O)OC(=O)c1cc(C(=O)CCCC)c(OC)cc1O2
→ -3, ·, ·, 0, -16, 18, 4
CCCC(=O)N1CCC2(CC1)CN(C(=O)Nc1cccc(F)c1)[C@H](CO)c1c2c2ccc(OC)cc2n1C
→ ·, ·, 3, ·, 2, 2, 6
O=C(CN1C(=O)NC2(CCCc3ccccc32)C1=O)c1ccc(F)c(F)c1 (stereo not drawn)
→ ·, 4, -4, ·, -12, -1, -5
CC=Cc1ccc2n(c1=O)C[C@H]1[C@H](CO)[C@@H](C(=O)NCC)[C@@H]2N1C(=O)c1ccc(F)cc1 (mixture of isomers)
→ -3, ·, -15, -6, -1, 1, 1
Cc1cc(NC(=O)c2ccc3sc([C@@H]4O[C@H](CO)[C@H](O)[C@H](O)[C@H]4O)nc3c2)n(C)n1
→ 2, 5, ·, 4, -12, -2, -1
O=C(NCc1ccccc1)C1Cc2ccccc2CN1C(=O)c1ccco1 (stereo not drawn)
→ -3, -4, -3, 6, 1, ·, 0
Cc1ccc(-c2ccc([C@H]3[C@@H](CO)N4CCCCN(C(=O)c5ccncc5)C[C@@H]34)cc2)cc1
→ ·, ·, -3, ·, -7, 3, -17
CC(C)C(CCNC1CCN(C)CC1)c1ccc(Cl)cc1 (stereo not drawn)
→ -15, 5, -10, -63, -9, -13, -11

# The list goes on:
molecule	esBAF inh	FN deposit inh	SIRT5 block	C2C12 statin	LGR2 antag	Casp6 inh	S100A4 MyoIIA
CN(Cc1nc(Cc2cccc(C(F)(F)F)c2)no1)C1CC(C)(C)NC(C)(C)C1	-1	7	-1	-1	1	1	-1
Cc1ccccc1S(=O)(=O)NC(=O)C1(C)CCN1C(=O)CC1CCCC1 (stereo not drawn)	4	-1	-5	3	5	2	6
Cc1cc(C)c(NS(=O)(=O)c2ccc(Cl)c(C(=O)O)c2)c(C)c1	-5	·	-5	-4	4	1	-2
CO[C@@H]1CN(C)C(=O)c2cc(NC(=O)C3CC3)ccc2OC[C@H](C)N(Cc2nccs2)C[C@H]1C	-12	2	6	6	-4	6	-2
C[C@H]1CN([C@@H](C)CO)C(=O)Cc2cc(NS(=O)(=O)c3cn(C)cn3)ccc2O[C@H]1CN(C)Cc1ccccc1	0	·	0	15	11	-1	3
Cc1nc(-c2ccccc2)sc1C(=O)NN	·	-4	-6	·	-10	-2	-1
O=C(Nc1ccc(N2CCN(C(=O)c3ccccc3)CC2)cc1)c1cc([N+](=O)[O-])ccc1N1CCOCC1	-1	4	2	7	25	0	3
Cc1cc(NC(=O)COc2ccc3c(C)c(C)c(=O)oc3c2)no1	3	·	·	-19	-8	-1	1
COc1ccc(S(=O)(=O)N[C@H]2C=C[C@H](CC(=O)N3CCc4ccccc4C3)O[C@H]2CO)cc1	3	-3	-4	3	·	2	2
C[C@@H]1CN([C@@H](C)CO)C(=O)c2cc(NS(=O)(=O)c3cn(C)cn3)ccc2O[C@@H](C)CCCCO[C@H]1CN(C)CC1CCCCC1	2	·	-4	-10	-16	-2	-7
CC(C)c1nc(SCC(=O)N2CCc3ccccc32)n[nH]1	·	-8	0	·	-10	0	-2
CC1CCCCC1NC(=O)COC(=O)CN1C(=O)c2ccccc2C1=O (stereo not drawn)	6	-1	3	0	-3	-3	-9
COc1cccc(OC)c1OCCCCN1CCC(Cc2ccccc2)CC1	·	-2	-4	·	6	-1	4
CCNS(=O)(=O)c1ccc(NC(=O)c2cncc(Br)c2)cc1	·	-1	1	·	·	-2	0
O=C(Nc1cccc(F)c1)N1CC(=O)N2[C@@H](CO)[C@H](c3ccc(-c4ccccc4)cc3)[C@@H]2C1	·	·	2	·	3	2	-1
Cc1ccc(OCC(=O)NCCS(=O)(=O)N2CCN(c3ccccc3)CC2)cc1	-6	5	1	8	3	6	-2
COc1ccc(C#Cc2ccc([C@H]3[C@@H](CO)N4CCCCN(C)C[C@H]34)cc2)cc1	-2	3	2	40	-45	0	0
COc1ccc(/C=N/NC(=O)C2c3ccccc3Oc3ccccc32)c(OC)c1	-7	13	·	5	·	·	·
COc1ccc(C2/C(=C(\O)c3cccc(OC)c3)C(=O)C(=O)N2c2ccccn2)cc1 (stereo not drawn)	1	-1	-3	-2	-9	24	-1
Cc1ccc(S(=O)(=O)NC2CC(=O)N(c3ccc4c(c3)OCCO4)C2)cc1 (stereo not drawn)	-3	-9	-5	32	24	8	-1
COC(=O)c1cc(COc2ccc3oc(C)c(C(=O)OC)c3c2)c(C)o1	-7	·	-1	-3	4	1	-8
CCC(=O)N1C[C@H](C)[C@H](OC)CN(C)C(=O)c2cc(NC(=O)C3CCCCC3)ccc2OC[C@H]1C	-6	-2	-5	-1	8	0	5
Cc1c(CC(=O)NCCCCCC(=O)O)c(=O)oc2cc3c(cc12)CCC(C)(C)O3	-20	3	-41	-1	20	2	-2
CCn1c(SCC(=O)Nc2ccc(Cl)cc2)nnc1C1CC1	0	-5	·	2	-1	-1	-2
CCc1ccc(CN2CCC(C(=O)Nc3ccc(-n4nc(C)cc4C)cc3)CC2)o1	-5	-4	-2	13	22	0	-2
Cc1ccc(-n2c(C)cc(/C=N/NC(=O)c3ccncc3)c2C)cc1	7	5	·	3	·	·	·
COc1ccc(CN(C)C[C@H]2Oc3ccc(NC(=O)c4ccncc4)cc3CC(=O)N([C@@H](C)CO)C[C@@H]2C)cc1	-2	2	1	-10	13	-4	-2
N#C[C@H]1[C@@H](c2ccc(-c3ccccc3F)cc2)[C@H](CO)N1C(=O)C1CCC1	6	-1	4	-46	4	2	-9
O=c1[nH]c2ccccc2n1C1CCCCC1	0	2	·	5	7	·	·
Cc1ccc(S(=O)(=O)N2CCOCC2)cc1C(=O)N1CCCCCC1	2	0	1	8	11	3	-1
C=CCOc1ccc(/C=C/C(=O)OCC(=O)Nc2c(C)n(C)n(-c3ccccc3)c2=O)cc1	·	3	1	·	9	5	-1
CC(=O)Nc1ccc(S(=O)(=O)N(C)C2CCN(C)CC2)cc1	-7	1	1	-5	10	-3	1
c1ccc(SCc2nc3ccccc3s2)nc1	37	1	-4	-6	-74	-1	-2
Cc1ccc(-c2nn(-c3ccccc3)cc2C=C2SC(=S)N(CCS(=O)(=O)O)C2=O)cc1	-8	7	55*	-3	7	78*	-5
CCn1c(C(=O)O)c(CC(=O)Nc2ccc(Br)cc2C)c2ccccc21	-5	7	3	0	13	3	-3
CC=Cc1ccc2n(c1=O)C[C@H]1[C@H](CO)[C@@H](C(=O)NCc3ccc(F)cc3)[C@@H]2N1CC (mixture of isomers)	-8	·	1	3	10	1	0
O=C(CNc1cccc(S(=O)(=O)N2CCCCC2)c1)Nc1ccc(C(F)(F)F)cc1	-3	0	·	16	·	2	4
O=C(c1ccc2ccccc2c1)N1CCN(c2ccccn2)CC1	-1	5	0	-4	5	0	-11
NC(=NCCCCCCN=C(N)/N=C(\N)Nc1ccc(Cl)cc1)/N=C(\N)Nc1ccc(Cl)cc1	-19&-40&1	0&8&4	0&-3&2	-240&-112&-32	23	·	-5&2&1
Cc1noc(C)c1NC(=O)N(C)C[C@H]1Oc2ccc(NC(=O)Nc3ccc(C(F)(F)F)cc3)cc2CC(=O)N([C@H](C)CO)C[C@@H]1C	1	·	0	32	7	0	-11
C=CCCC(=O)Nc1nc(C)c(-c2csc(Nc3cc(OC)ccc3OC)n2)s1	-60	-4	·	-160	16	·	-4
Cc1cccc(N2CCN(c3nc4ccc(Cl)cc4n4cnnc34)CC2)c1C	3	-1	12	-3	5	1	0
CC1CC(=O)C2=C(C1)Nc1nc3ccccc3n1C2c1cccnc1 (stereo not drawn)	·	·	-4	·	-1	-1	2
CC(C)c1nc2oc3c(NCc4ccccn4)ncnc3c2c2c1COC(C)(C)C2	2	10	-1	-8	-12	-3	-2
CCOC(=O)c1cc(-c2ccccc2)n(CC(=O)Nc2ccc(OC)c(OC)c2)c1C	·	1	·	·	·	-2	5
COc1ccc(C2CC=C(C(C)=O)CN2S(=O)(=O)c2ccccc2)cc1 (stereo not drawn)	-6	1	-4	8	5	-1	-7
CN1CC(c2ccccc2)C(c2ccc(Cl)cc2)=N1 (stereo not drawn)	-7	-7	-5	8	4	2	-6
O=C(NC1=NCCS1)c1ccc(-c2ccc(Cl)cc2)o1	·	-3	-14	·	-27	0	0
COc1ccc2cc(CCNC(=O)c3cc4ccccc4o3)c(=O)[nH]c2c1	·	1	0	·	12	3	-4
CSc1ccc(CCNC(=O)C2CCCN(c3nn4c(=O)cc(C)nc4s3)C2)cc1 (stereo not drawn)	-10	-1	2	15	1	-1	-3
